# MgcRacGAP inhibition = MgcRacGAP GTPase-activating activity inhibitors, confirmation, biochemical, ADP Hunter fluorescence; MgcRacGAP-stimulated Rac1 GTP hydrolysis, ADP Hunter fluorescence; higher % means a stronger effect; GST-tagged Rac1 F28L mutant substrate; inhibition, % at 30 µM, or IC50 in µM where a hit was titrated; 0.6% of 340,000 active;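 active = first-screen hits whose inhibition reached a set limit at any dose in the follow-up dose series; inconclusive = inhibition above the set first-screen limit but never retested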;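 also: fluorescence reports GDP produced by GAP-driven GTP hydrolysis; strong numbers were not always called active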
# SV40 large T antigen = SV40 large T antigen inhibitors, biochemical (AID 1903) | SV40 large T antigen ATPase/helicase inhibition assay; higher % means a stronger effect | inhibition, % at 20 µM; hits with a dose series show IC50 in µM | 0.39% of 310,000 active; in the data active = a potency from the dose series; inconclusive = inhibition mostly from about 32% at the one dose, without a potency; inactive = the rest, 99 in 100 with inhibition below about 32%; also: strong numbers were not always called active
# GPR35 antagonists = GPR35 antagonists blocking zaprinast-driven arrestin recruitment, primary screen, imaging, U2OS, beta-arrestin-GFP, zaprinast agonist (AID 2058) | U2OS GPR35 beta-arrestin-GFP translocation imaging, zaprinast antagonism; higher % means a stronger effect | one-dose inhibition, % at 10 µM; IC50 in µM for titrated hits | 0.052% of 290,000 active;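 active = inhibition of at least 50% with at least 30 cells and total cytoplasm GFP at most 10,000,000; inconclusive = under 30 cells or total GFP of 10,000,000 plus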
# ER stress rescue = rescue of cells from ER stress-induced death, primary screen, 384-well, CSM14.1, thapsigargin, ATP luminescence (AID 1222). CSM14.1 thapsigargin-induced death rescue, ATP luminescence; higher % means a stronger effect. one-dose cellular ATP content (survival), % at 20 µM; EC50 in µM for titrated hits. 190,000 tested, under 10 active;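 active = EC50 below 50 µM in the dose-response confirmation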;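 also: death triggered by thapsigargin at about 15 µM added after 2 h compound pretreatment; cell ATP read after overnight thapsigargin exposure of roughly 18 to 22 hours; normalized against plate controls of thapsigargin alone and 5% DMSO vehicle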
# LYP phosphatase = PTPN22 lymphoid phosphatase activity blockers – biochemical, fluorescence intensity, uHTS (AID 1779). recombinant LYP phosphatase, fluorescence intensity; higher % means a stronger effect. inhibition, % at 11.5 µM; hits with a dose series show IC50 in µM. 0.054% of 290,000 active; in the data active = inhibition above about 50%;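 also: plate controls were vehicle with enzyme for no effect and no enzyme for full effect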
# Salmonella PhoP GFP = inhibitors of PhoP regulon expression, primary screen, Salmonella Typhimurium, GFP reporter (AID 1863); S. Typhimurium PhoP-regulated promoter GFP reporter, 4 h; higher % means a stronger effect; inhibition, % at 50 µM, or IC50 in µM where a hit was titrated; 0.16% of 300,000 active;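 active = inhibition over 29.93%, a cutoff 3 SD above the screen mean, later confirmed by dose response; inconclusive = inhibition over 29.93% but no dose response follow-up; inactive = inhibition at most 29.93% or unconfirmed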;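 also: 0% = low Mg2+ inducing control and 100% = high Mg2+ repressing control; strong numbers were not always called active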
# RSV antiviral HEp-2 = RSV antiviral activity via CPE protection, HEp-2 cells, primary 10 µM value included (AID 2391); HEp-2 cells, RSV-induced CPE inhibition; higher % means a stronger effect; 0.13% of 310,000 active; CPE inhibition, % at 10 µM, or IC50 in µM where a hit was titrated; in the data active = a potency from the dose series; inconclusive = CPE inhibition mostly from about 23% at the one dose, without a potency; inactive = the rest, 99 in 100 with CPE inhibition below about 21%; also: strong numbers were not always called active
# NS5 inhibitors = flavivirus cap methylation enzyme inhibition – biochemical, confirmation dose response, primary screen (AID 588689). Dengue-2 NS5 methyltransferase capping enzyme assay, biochemical; higher % means a stronger effect. inhibition, % at 25 µM; hits with a dose series show IC50 in µM. 0.3% of 340,000 active; in the data active = a potency from the dose series; inconclusive = inhibition above about 29% without an active follow-up result
# West Nile antiviral = inhibition of WNV-induced cytopathic effect – cell-based, CPE readout (AID 1621). West Nile virus-infected cells, CPE inhibition; higher % means a stronger effect. one-dose CPE inhibition, % at 10 µM; IC50 in µM for titrated hits. 0.02% of 290,000 active; in the data active = a potency from the dose series; inconclusive = CPE inhibition mostly from about 3.7% at the one dose, without a potency; inactive = the rest, 99 in 100 with CPE inhibition below about 2.2%; also: strong numbers were not always called active
# NS5 inhibitors pilot replicate = recorded beside NS5 inhibitors, whose call it bears; inhibition, %; measured here: pilot screen replicate inhibition
# The depositor's hits bear a star; ? = inconclusive; . = no result given.
SMILES,MgcRacGAP inhibition,SV40 large T antigen,GPR35 antagonists,ER stress rescue,LYP phosphatase,Salmonella PhoP GFP,RSV antiviral HEp-2,NS5 inhibitors,West Nile antiviral,others
O=C(Nc1ccc(Cl)cc1)N1CCN(Cc2ccc3c(c2)OCO3)CC1,7.8%,2.2%,4.7%,.,-9.2%,6.2%,13.0%,-6.3%,-0.3%,
Cc1ccccc1OCc1nnc(SCc2cc(=O)[nH]c3ccccc23)o1,5.4%,2.9%,1.1%,-1.3%,2.6%,1.3%,0.7%,4.0%,-0.7%,
CC(C)COc1ccc(C(=O)Nc2ccc(SC(F)F)cc2)cc1,6.3%,11.7%,3.0%,-1.3%,-7.5%,-3.0%,?,.,0.7%,
C=CCn1c(SCC(=O)O)nnc1-c1ccccc1,-4.4%,8.0%,5.7%,4.8%,-2.8%,2.3%,1.1%,0.7%,0.5%,NS5 inhibitors pilot replicate=-0.3
CC(=O)Cn1ncc(N2CCOCC2)c(Br)c1=O,4.1%,-0.3%,8.1%,-1.9%,3.8%,-7.6%,0.8%,4.0%,0.1%,
O=C(NC(=S)NCc1cccnc1)c1ccccc1F,1.4%,2.8%,2.2%,.,-5.0%,6.0%,0.2%,-4.1%,0.4%,
COc1ccc(CCCc2nnc(SCc3nc4ccccc4c(=O)[nH]3)n2C)cc1C,5.8%,-1.7%,-4.5%,0.8%,-5.3%,2.0%,-0.1%,0.7%,-0.8%,
O=C(CN1CCC(N2CCCCC2)CC1)N1CCCc2ccccc21,23.4%,3.1%,1.1%,0.0%,7.5%,3.5%,0.2%,-2.4%,0.7%,
COc1ccccc1C(=O)NNC(=O)C(=O)Nc1cccc(Cl)c1C,5.9%,-33.7%,2.2%,.,0.0%,4.3%,0.4%,-7.3%,0.0%,
Cc1cnc(C(=O)N2CCCC(C(=O)c3ccc(C(F)(F)F)cc3)C2)cn1 (stereo not drawn),-0.6%,8.2%,17.3%,3.3%,-5.0%,0.2%,-2.0%,.,-0.9%,
COC(=O)c1ccccc1NC(=O)C1CCN(S(=O)(=O)c2cc(C)ccc2OC)CC1,5.5%,13.4%,-5.1%,0.0%,2.4%,8.8%,3.7%,-6.2%,0.3%,
COc1ccc(C=O)cc1OC1C=CCCC1 (stereo not drawn),3.6%,27.1%,-6.9%,.,-6.7%,1.6%,3.1%,0.0%,0.4%,
CCC(C)n1c(=N)c(C#N)cc2c(=O)n3cccc(C)c3nc21 (stereo not drawn),1.1%,4.1%,13.3%,2.2%,-42.6%,-2.9%,0.0%,2.2%,0.1%,
O=C(COC(=O)c1ncc(Cl)c(Cl)c1Cl)NC1CCCCCC1,10.7%,29.4%,.,.,.,2.6%,-0.8%,-5.2%,.,
CC(/C=C/c1ccco1)=N\NC(=O)c1cc(C)[nH]n1,7.8%,19.8%,10.3%,-0.3%,1.4%,-3.0%,1.2%,-2.7%,0.5%,
NCCCC[C@H]1CNC(=S)N1CCCCC1CCCCC1,1.9%,16.2%,-0.3%,-3.9%,-6.8%,-5.1%,-0.7%,-0.8%,-0.6%,
CN(C)c1ccc(C(O)P(=O)(OC2CCCCC2)OC2CCCCC2)cc1 (stereo not drawn),-1.5%,13.8%,16.7%,.,4.0%,-4.7%,0.8%,8.4%,0.1%,
O=C(NC1CC2CCCC(C1)N2C(=S)NCCc1ccccc1)C1CC1 (stereo not drawn),-0.7%,-4.5%,13.1%,-2.2%,-4.9%,-6.2%,2.8%,-12.7%,-0.2%,
C[C@@H](C(=O)Nc1ccc2ccccc2c1)[C@@H]1C[C@@]1(C)[C@@H](N)c1ccccc1,10.8%,15.7%,.,.,.,-1.3%,-2.2%,2.4%,-0.3%,
COc1ccc(C(NC(=O)c2cccc(F)c2)c2ccccc2)cc1 (stereo not drawn),8.3%,-0.1%,-1.4%,0.4%,-9.2%,-7.3%,0.1%,1.4%,-0.6%,
C=CCNC(=O)C1CC(=O)N(c2ccc(OCC(=O)Nc3ccc(OC)cc3)cc2)C1 (stereo not drawn),5.8%,6.6%,-0.6%,0.4%,-4.4%,-1.7%,3.1%,-5.6%,-0.3%,NS5 inhibitors pilot replicate=-3.9
COc1ccc(N(C(=O)CNC(=O)c2ccco2)C(C(=O)NC2CCCC2)c2ccco2)cc1 (stereo not drawn),2.0%,9.2%,1.4%,.,-2.5%,1.8%,0.9%,-3.2%,-0.3%,
O=C(Nc1ccccc1C(=O)O)c1cc(S(=O)(=O)N2CCCCC2)c(Cl)cc1Cl,7.3%,8.1%,4.3%,.,-12.8%,1.4%,1.0%,3.3%,0.0%,
CCC(CC)COC(=O)C1=C(C)NC(=O)NC1c1ccccc1Br (stereo not drawn),2.1%,25.5%,-1.1%,.,-2.7%,-1.5%,4.4%,2.6%,-1.8%,NS5 inhibitors pilot replicate=5.2
CC(C)Sc1ncnc2c1cnn2-c1ccccc1,9.7%,3.2%,5.6%,.,-12.4%,0.9%,?,-5.4%,0.2%,
O=C(Nc1ccc(Oc2cccnc2)nc1)c1ccc(C(F)(F)F)cc1,0.1%,-25.4%,11.8%,.,-11.2%,12.0%,1.0%,-1.5%,0.0%,
COc1ccc(-c2nn(CC(=O)Nc3ccc(Cl)c(Cl)c3)c(=O)c3ccccc23)cc1,1.6%,-3.9%,5.9%,-0.1%,-6.5%,-10.4%,5.3%,1.4%,-0.4%,
COc1ccc(C(c2c(C)n(C)n(-c3ccccc3)c2=O)c2c(C)n(C)n(-c3ccccc3)c2=O)cc1,-6.1%,3.0%,8.4%,.,-7.5%,-1.6%,1.3%,1.8%,-0.4%,
CC(=O)Nc1ccccc1OCC(=O)NCC(F)(F)F,1.1%,18.0%,-11.5%,-0.6%,-0.8%,2.5%,0.6%,7.8%,1.5%,
O=c1[nH][nH]c(C(F)(F)F)c1C=NCc1ccc(Cl)cc1,6.6%,11.8%,1.9%,-2.3%,-0.5%,13.3%,1.1%,-8.0%,0.3%,
COc1ccc(-c2cc(C(=O)N/N=C(\C)c3cccnc3)c3ccccc3n2)c(OC)c1,8.3%,12.2%,7.6%,.,-10.3%,10.3%,0.6%,2.6%,-0.8%,
O=C1N=C(N2CCOCC2)S/C1=C\C=C/c1ccccc1,11.5%,4.6%,-5.1%,-1.8%,2.3%,-3.5%,8.1%,-11.7%,3.1%,
Cn1cc(CCNC(=O)CC2C(=O)NCCN2Cc2cccc(Oc3ccccc3)c2)cn1 (stereo not drawn),1.4%,7.1%,11.0%,1.0%,-5.2%,7.0%,1.4%,6.2%,-0.1%,
O=C(Cc1coc(-c2ccc(F)cc2)n1)Nc1ccccc1,8.0%,-9.8%,-4.2%,-5.2%,-6.3%,4.4%,-0.8%,0.0%,0.1%,
O=C(Nc1cccnc1)c1cccnc1Cl,1.9%,3.5%,-5.8%,-2.9%,0.7%,4.9%,0.3%,-0.8%,-0.2%,
OC(CNCc1ccco1)COc1ccccc1 (stereo not drawn),9.6%,3.9%,-2.0%,1.4%,-6.6%,-0.3%,.,-6.1%,-0.1%,
CC(C)NS(=O)(=O)c1ccc(OCC(=O)Nc2ccc3c(c2)OCO3)c(Cl)c1,4.2%,11.7%,-8.5%,-2.2%,1.9%,-7.4%,4.7%,-10.4%,0.3%,
CCCCn1c(N)c(N(CCOC)C(=O)COC(=O)c2cc(CC)c(C)s2)c(=O)[nH]c1=O,-4.2%,7.5%,.,.,.,2.4%,-0.2%,5.9%,.,
N=c1scc(-c2ccccc2)n1/N=C/c1ccco1,16.5%,19.1%,13.0%,-0.1%,4.2%,33.6%,3.6%,12.4%,2.0%,
CCN(CC(=O)N1CCCCC1)S(=O)(=O)c1ccccc1,5.6%,12.6%,13.4%,.,-2.3%,1.4%,1.1%,0.6%,0.0%,
O=C(Nc1c2c(nn1-c1ccc(F)cc1)CS(=O)C2)c1ccco1 (stereo not drawn),0.4%,10.6%,9.8%,.,-4.6%,-2.8%,2.3%,-0.3%,0.3%,
CCOC(=O)c1ccc(NC(=O)CSc2nnc(C3CCCCC3)n2C)cc1,5.7%,-1.1%,-11.4%,-1.6%,-4.2%,0.3%,1.1%,-8.6%,-0.1%,
COc1ccc(CCNS(=O)(=O)c2c(N)n(C)c(=O)n(C)c2=O)cc1OC,7.6%,5.2%,-13.6%,2.4%,-1.1%,2.0%,0.8%,-3.6%,0.3%,
O=[N+]([O-])c1ccc(N2CCN(c3ccccc3)CC2)cc1,-0.4%,8.8%,-1.6%,.,-8.1%,0.2%,-0.3%,-2.7%,0.1%,
